# ALOX12 inh: blocks human arachidonate 12S-lipoxygenase | purified 12hLO, xylenol orange hydroperoxide absorbance | 580,000 compounds, 1.1% hits | Potency, µM (doses to about 108 µM), without a hit: at the highest dose activity change, negative = inhibition, actives largely listed as inhibitors | AID 1671190; active = well fitted inhibition curve with a large enough effect; inconclusive = small, poorly fitted or top-dose-only effect, or another doubt; inactive = no such curve, though single readings can be large or run the other way
# Target sequence (P18054 whole entry, looked up): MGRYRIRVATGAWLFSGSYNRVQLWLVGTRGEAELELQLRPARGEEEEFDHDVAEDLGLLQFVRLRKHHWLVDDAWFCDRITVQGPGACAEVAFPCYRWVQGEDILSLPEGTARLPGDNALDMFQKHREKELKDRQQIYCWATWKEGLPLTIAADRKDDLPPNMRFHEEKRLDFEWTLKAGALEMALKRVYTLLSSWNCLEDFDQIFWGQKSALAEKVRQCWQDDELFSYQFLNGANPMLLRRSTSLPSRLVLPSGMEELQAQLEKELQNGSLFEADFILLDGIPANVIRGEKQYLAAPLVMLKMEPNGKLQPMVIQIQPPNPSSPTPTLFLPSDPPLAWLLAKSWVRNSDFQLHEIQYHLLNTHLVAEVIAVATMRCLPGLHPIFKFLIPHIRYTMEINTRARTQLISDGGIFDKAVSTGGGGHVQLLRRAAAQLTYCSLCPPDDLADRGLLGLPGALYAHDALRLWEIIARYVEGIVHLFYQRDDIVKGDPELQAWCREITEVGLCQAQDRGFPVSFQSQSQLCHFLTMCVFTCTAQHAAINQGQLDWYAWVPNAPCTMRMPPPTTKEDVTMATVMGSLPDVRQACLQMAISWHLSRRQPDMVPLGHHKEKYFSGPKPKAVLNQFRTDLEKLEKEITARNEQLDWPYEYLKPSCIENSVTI
#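 Purified human 12hLO at 150 nM in 25 mM Hepes, 0.01% Triton X-100, pH 7.0, preincubated 15 min at room temperature with compound. Reaction started with 40 uM arachidonic acid, 30 min at room temperature. Hydroperoxide measured by Fe-xylenol orange, 573/405 nm absorbance ratio.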
# Numbers without * were called inactive; ? = inconclusive; [ ] = another dose, or the depositor's remark. % is scaled to controls: 0 for no effect and ±100 for the full control effect; potency is read from the fitted curve at half-maximal effect. Not all compounds are listed. The share of hits here may be higher or lower than overall.
SMILES,ALOX12 inh
Cc1ccc(C(=O)NCc2ccc(-c3csc(C)n3)cc2)cc1,-43%
COCCO[C@H]1C(=O)N(C2CCN(C(=O)C3CC=CC3)CC2)[C@H]1c1ccncc1,35%
CC(C)CNc1ccc2c(n1)C(C)(C(=O)NCc1cnccn1)CN(Cc1ccccc1)C2 (stereo not given),18%
FC(F)Oc1ccccc1CN1CCCC(Nc2ccccc2)C1 (stereo not given),59%[activator]
CC(=O)c1ccc(NC(=O)N[C@@H]2C=C(C(=O)NCCC(N)=O)C[C@@H](O)[C@@H]2O)cc1,19%[176 µM]
CN1c2cc(C(=O)N3CCN(c4ccccc4F)CC3)ccc2C(=O)N2CCCCC21 (stereo not given),19%
CC(C)NC(=O)N[C@H]1CCN2C(=O)c3cc(-c4ccsc4)ccc3NC(=O)[C@@H]2C1,?
CCc1c(C(=O)Nc2cccc(OC)c2)cnn1-c1ccc(OC)nn1,14%
C=CCSc1ccccc1NC(=O)c1cc(C)cc(C)c1,35µM*
COc1ccc(CN2C[C@H]3CN(S(=O)(=O)c4ccc(OC)cc4)CCN3C2=O)cc1,?
CSc1nc(N)c2c(n1)NC1=C(C(=O)CC(C)(C)C1)C2c1cccs1 (stereo not given),-11%
COCCCNc1nc2c([S+](=O)([O-])c3cc(OC)ccc3OC)nnn2c2ccccc12,6%[6.33 µM]
COc1ccccc1Cc1c(-c2ccc(C)cc2)nc2c(C)cc(Br)cn12,?
Cc1ccc(F)cc1C(=O)N1CCCC(c2cc(C(=O)NCc3ccccc3)no2)C1 (stereo not given),3%
O=C(CCC1CCCN(Cc2cccn2-c2nccs2)C1)Nc1ccccc1F (stereo not given),-19%
COCCNC(=O)C1(C)CCN(Cc2ccc(C(C)C)cc2)C1 (stereo not given),-1%
Cc1c(C(C)(C)C)sc(=N)n1C,45µM*
Cn1ncc(N2CCCC(CC(=O)NCc3ccccn3)C2)cc1=O (stereo not given),26%
CCOCc1nc(C2CCCN(C(=O)NCCc3ccccc3)C2)no1 (stereo not given),30%[activator]
COc1ccc(-c2nn(-c3ccccc3)cc2CN2C[C@@H](C)O[C@@H](C)C2)c(F)c1,12%
CCCCC(=O)Nc1ccc2nc(N3CCN(CC)CC3)cc(C)c2c1,-58%
CCc1nc2c(c(-c3ccc(Cl)cc3)n1)CCN([S+](=O)([O-])c1cccs1)CC2,25%
CC1(c2ccc3c(c2)OCCO3)NC(=O)N(CC(=O)NCCc2c[nH]c3ccccc23)C1=O (stereo not given),12%
Cc1cc(C(F)(F)F)nc(CNc2cc(C3CC(O)C3)nc(N)n2)n1 (stereo not given),37%
Cc1cccc(-c2nnc(SCC(=O)Nc3c(C)cc(C)cc3C)n2N)c1,36%

# The results go on:
SMILES,ALOX12 inh
COc1ccc(S(=O)(=O)NC2CC2)c2cccnc12,18%
O=C(Cc1cccc2ccccc12)N1C[C@@H](CO)[C@H](c2ccccn2)C1,2%
COC(=O)c1ccccc1-c1cc(C)cc2c1OC(CNC(=O)c1ccn(C)n1)C2 (stereo not given),2%
COc1ccc(OC)c(CN2CCNc3cnc(OCc4cccnc4)cc3C2)c1,-2%[176 µM]
Cc1cc(CNC(=O)[C@@H]2CCC[C@@H](NC(=O)c3cc(C)n(C)n3)CN(C)C(=O)C2)no1,64%[activator][176 µM]
O=C1CC(c2ccccc2)N(Cc2ccncc2)CCCN(C(=O)NCc2ccccc2)CCN1 (stereo not given),-4%
O=C(NC1CCN(Cc2ccc(Cl)cc2)CC1)c1cc(C2CC2)nc2ccccc12,?
CC[C@H]1CN(S(=O)(=O)c2c(C)noc2C)CC[C@H]1CC(=O)NCc1cccnc1,-3%[176 µM]
CC(C)N1C(=O)[C@@H]2[C@@H](CCN2C(=O)CC(C)(C)CC(=O)O)N(Cc2cccc(F)c2)C1=O,13%
O=Cc1ccc(N2CCN(S(=O)(=O)c3ccc4c(c3)CC(=O)N4)CC2)cc1,-18%
CCOC(=O)c1cccc(Nc2nc3ccccc3nc2NS(=O)(=O)c2cccc(C)c2)c1,?
CCC(CC)(Cc1nc2ccccc2s1)C(=O)O,-5%
CC(C)CN1C(=O)c2cccn2CC1C(=O)NCC1CCN(Cc2ccc(F)cc2)CC1 (stereo not given),6%
CCCNC(=O)N(C1CCOCC1)C1CCN(C(=O)c2nccc3ccccc23)CC1,39%[activator]
Cc1ccc(C)c(NC(=O)CCNC(=O)Cc2ccccc2)c1,-18%
Cc1cccc(NC(=O)C2CCN(c3cn[nH]c(=O)c3)C2)c1 (stereo not given),31%
O=C1Nc2ccccc2CC12CN([S+](=O)([O-])c1cccs1)C2,-1%[6.33 µM]
CC1(C(=O)NS(=O)(=O)C2CC2)CCCN(C(=O)c2ccco2)C1 (stereo not given),-5%
CNC(=O)C1(N2CCC[C@H]2C(=O)NCCOC)CCOCC1,10µM*
O=C(Nc1ncccc1O)c1ccc(Cl)c(S(=O)(=O)N2CCCC2)c1,3%
CS(=O)(=O)N(CC(=O)Nc1ccc(Br)cc1)c1ccc2c(c1)OCO2,?
Fc1ccc(-c2nccc3[nH]nc(-c4ccccc4)c23)cc1,-12%
CN1C(=O)c2cccn2CC1CNC(=O)CCc1c[nH]c2ccccc12 (stereo not given),45%[activator]
Cc1oc(-c2ccccc2)nc1C(=O)OCC(=O)N1CCCCC1,?
CCCNC(=O)Cn1c(C)ccc(NS(=O)(=O)c2ccc(C)cc2)c1=O,7%

# Laid out differently: entries from further up.
mol: Cc1c(C(C)(C)C)sc(=N)n1C
- ALOX12 inh = 45µM*

mol: COCCCNc1nc2c([S+](=O)([O-])c3cc(OC)ccc3OC)nnn2c2ccccc12
- ALOX12 inh = 6%[6.33 µM]

mol: COc1ccc(S(=O)(=O)NC2CC2)c2cccnc12
- ALOX12 inh = 18%

mol: O=C1CC(c2ccccc2)N(Cc2ccncc2)CCCN(C(=O)NCc2ccccc2)CCN1 (stereo not given)
- ALOX12 inh = -4%

# Following part.
SMILES,ALOX12 inh
O=C(c1cc(F)ccc1F)N1CCC(Oc2ncccc2C(=O)N2CCCCC2)C1 (stereo not given),27%
Cc1noc(C)c1C(=O)N1CCC2(CC1)CN(C(=O)Cc1ccc(O)cc1)CCO2,8%[6.33 µM]
CCOc1ccc(Nc2oc(-c3ccccc3C)nc2C#N)cc1,?
CN1CC2(CCN(C(=O)C3CCCC3)CC2)CC1C(=O)N1CCOCC1 (stereo not given),39%[activator]
Cc1cccc(-c2nc(Cn3c(-c4ccc(F)cc4)nc(C)c(CCO)c3=O)c(C)o2)c1,20%
Cc1cc(C)cc(N2CC(c3nc(-c4ccc5c(c4)OCO5)no3)CC2=O)c1 (stereo not given),-1%
CCN(CC)S(=O)(=O)c1cc(C(=O)Nc2ncn(Cc3ccccc3)n2)c(Cl)cc1Cl,50%[activator]
CNC(=O)c1noc([C@@H]2CC(F)(F)CN2Cc2cn(C)nc2C)n1,15%
CCOc1ccccc1CN1CCC2(CCN(C(=O)c3cccc(Cl)c3)CC2)Oc2ccccc21,?
CCn1nc(C)cc1C(=O)N1CCCN(Cc2ccc(F)cc2)C(C(C)C)C1 (stereo not given),53%[activator]
Cn1nc(C(C)(C)C)cc1NC(=O)c1ccccc1F,7%
COc1cccc(CC(=O)N2CCC(N3CC4CC(C3)[C@H]3CCCC(=O)N3C4)CC2)c1 (stereo not given in full),15%
C[C@@H]1CN([C@H](C)CO)C(=O)CCCn2nncc2CO[C@H]1CN(C)Cc1ccccc1,6%
O=C(CSc1nc2ccccc2nc1N1CCCC1)Nc1ccc(Br)cc1,11%
C[C@@H](NC(=O)c1ccc(C#Cc2cccc(F)c2)cn1)C(C)(C)O,-6%
CC(C)NC(=O)C1(c2ccc(NC(=O)C(C)C)cc2)CCCCC1,2%
CC(=O)N1N=C(c2c(-c3ccccc3)c3cc(Cl)ccc3n(C)c2=O)CC1c1cccs1 (stereo not given),?
CS(=O)(=O)N1CCC(C2CCN(Cc3ccc[nH]3)C2)CC1 (stereo not given),38%[activator]
Cc1cnc(CC2CCN(Cc3ccc(F)cc3F)C2)n1CC1CC1 (stereo not given),54%[activator]
CCCCCNC(=O)N1CCC(CN(Cc2ccc(Cl)cc2)Cc2ccc([N+](=O)[O-])s2)C1 (stereo not given),?
O=C(NC1CCCN(c2cc(-c3ccc(F)cc3)[nH]n2)C1)c1cc2ccccc2[nH]1 (stereo not given),17%
Cc1cccc(N(C)C(=O)Cn2nc(Cc3cccnc3)c3ccccc3c2=O)c1,-1%
O=c1oc2ccccc2c(N2CCCC2)c1NS(=O)(=O)c1ccc(F)cc1,-23%
O=c1oc2ccccc2c(NC2CCCCC2)c1NS(=O)(=O)c1ccc(Cl)s1,-8%
Nc1ncnc2ccccc12,-4%[57.4 µM]

# Additional results follow:
SMILES,ALOX12 inh
COc1ccccc1-c1noc(CCCC(=O)N2CCc3nc[nH]c3C2)n1,42%
CCc1ccc(NC(=O)Cn2c(-c3ccccc3)nc(C)c(CCO)c2=O)cc1,-1%
NC(=O)C1CCN(C(=O)c2ccc3nc(C(F)(F)F)sc3c2)CC1,-6%
CC(C)(C)OC(=O)COc1ccc2c(=O)c(-c3ccccc3)coc2c1,-7%
O=C(NCc1ccc(F)cc1)Nc1c(NC2CCCC2)c2ccccc2oc1=O,-5%
COc1ccccc1NC(=O)N1CCOc2ccc(CN3CCc4ccccc4C3)cc2C1,47%[activator]
CCc1cc2c(nc1CC)CCCN2S(=O)(=O)c1ccc(C#N)cc1,?
CC(=O)N(CCCNC(=O)c1nn(C)c(=O)c2ccccc12)C(C)C,-13%
COc1ccc(-c2[nH]nc3ncc(C(=O)NCc4ccccc4)nc23)c(C)c1,2%[176 µM]
CCCNC(=O)N1CC[C@@H]2[C@H]1C(=O)N(c1cccc(F)c1)C(=O)N2Cc1cccs1,1%[176 µM]
COc1ccc(N2CC(C(=O)NC(C)C)NC2=O)cc1 (stereo not given),32%[176 µM]
N#Cc1ccccc1CN1CCCCC12Cc1ccccc1CNC2=O (stereo not given),7%[6.33 µM]
CCc1ccc(C(=O)N(C)C)cc1,3%
CC1(C)C[C@H](NC(=O)c2ccccc2)[C@@]2(CCC(=O)NCc3cccnc3)CC[C@](C)(O)C[C@@H]12,1%
O=C(CSc1nc2cc(Cl)ccc2s1)NC1CC1,20%
COc1ccccc1OC1(C(=O)O)CCN(Cc2cnc(NC(C)C)nc2)CC1,27%
COCCN1C(=O)c2ccccc2C(C(=O)NCCc2ccc(F)cc2)C12CCCC2 (stereo not given),32%
Fc1cccc(Cc2noc(-c3nc(-c4ccccc4F)no3)n2)c1,32%[activator]
CCCCCSc1nc2c(c(=O)[nH]c(=O)n2C)n1CCCc1ccccc1,-1%
Cc1ccc(N2CCC(N[C@@H]3CC[C@@H](N)C3)CC2)cc1Cl,8%
Cc1ccc(NC(=O)CN2C(=O)NC(c3ccc(Cl)cc3)C3=C2COC3=O)cc1 (stereo not given),11µM*
CC(C)Cc1noc(-c2ccc(N3CCCC(C(C)(C)O)C3)nc2)n1 (stereo not given),34%[activator]
CCOC(=O)c1cnc2ccc(Cl)cc2c1Nc1cc(OC)ccc1OC,?
Cc1nc2ncnn2c(N2CCCC2)c1Cc1ccccc1,3%
Clc1ccc(C=Nc2ccccc2Cc2ccccc2)cc1,2%

# Following part
SMILES,ALOX12 inh
O=C(Cn1cc(C(F)(F)F)cc(Cl)c1=O)Nc1cc(Cl)ccc1Cl,-8%
O=C([C@H]1CCC[C@H](O)C1)N1CCN(Cc2ccc(C(F)(F)F)cc2)CC1,29%
O=C1CC(c2ccsc2)c2ncn(-c3ccccc3)c2N1 (stereo not given),?
CCCNC(=O)[C@@H]1Cc2cn(Cc3ccccn3)c3cccc(c23)[C@H](CC(C)C)N1,-9%[176 µM]
Cc1nc(NCc2ccco2)sc1C(=O)NCC(C)C,6%
CC(C)CCNC(=O)[C@@H](Cc1ccccc1)NC(=O)CC[C@H]1O[C@@H](n2ccc(=O)[nH]c2=O)[C@H](O)[C@@H]1O,-18%
CC(=O)N1CCC(C(=O)N2CCCn3cc(-c4ccccc4)nc32)CC1,14%
CC1(C(=O)NS(=O)(=O)c2ccc(C#N)cc2)CCN1C(=O)C1(c2ccccc2)CCCC1 (stereo not given),-28%
O=C(Nc1cccc(-c2nnc3n2CCCC3)c1)C1CCCC1,23%
O=C(CCC1CCN(C(=O)c2ccccc2)CC1)NCCc1ccncc1,64%[activator]
COCC(=O)N[C@H]1C[C@@H](CO)N(Cc2scnc2C)C1,7%
CCOC(=O)[C@]12CCCC=C1N(Cc1ccccc1)C(=O)[C@H](CC(=O)N1CCOCC1)C2,-1%

# As entered above:
# ALOX12 inh result of CC(=O)N1CCC(C(=O)N2CCCn3cc(-c4ccccc4)nc32)CC1 is entered as 14%
# ALOX12 inh result of O=C(Cn1cc(C(F)(F)F)cc(Cl)c1=O)Nc1cc(Cl)ccc1Cl is entered as -8%
# ALOX12 inh result of COCC(=O)N[C@H]1C[C@@H](CO)N(Cc2scnc2C)C1 is entered as 7%
# ALOX12 inh result of CC(C)CCNC(=O)[C@@H](Cc1ccccc1)NC(=O)CC[C@H]1O[C@@H](n2ccc(=O)[nH]c2=O)[C@H](O)[C@@H]1O is entered as -18%
# ALOX12 inh result of O=C([C@H]1CCC[C@H](O)C1)N1CCN(Cc2ccc(C(F)(F)F)cc2)CC1 is entered as 29%
# ALOX12 inh result of CC1(C(=O)NS(=O)(=O)c2ccc(C#N)cc2)CCN1C(=O)C1(c2ccccc2)CCCC1 (stereo not given) is entered as -28%

# Bioassay records from PubChem BioAssay.
